Screening data from PubChem.
CHT inh: inhibitors of human choline transporter CHT; CHT-expressing cells, membrane potential dye, choline response; hits give low values; B-score at 10 µM; 0.86% of 310,000 active;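 active = B-score over 3 SD under the library average, and starting fluorescence ratio not unusually high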;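 also: choline stimulus applied at its EC90 after an EC20 pre-addition; B-score computed on integrated fluorescence ratio after choline addition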
Target sequence (Q9GZV3 whole entry, looked up): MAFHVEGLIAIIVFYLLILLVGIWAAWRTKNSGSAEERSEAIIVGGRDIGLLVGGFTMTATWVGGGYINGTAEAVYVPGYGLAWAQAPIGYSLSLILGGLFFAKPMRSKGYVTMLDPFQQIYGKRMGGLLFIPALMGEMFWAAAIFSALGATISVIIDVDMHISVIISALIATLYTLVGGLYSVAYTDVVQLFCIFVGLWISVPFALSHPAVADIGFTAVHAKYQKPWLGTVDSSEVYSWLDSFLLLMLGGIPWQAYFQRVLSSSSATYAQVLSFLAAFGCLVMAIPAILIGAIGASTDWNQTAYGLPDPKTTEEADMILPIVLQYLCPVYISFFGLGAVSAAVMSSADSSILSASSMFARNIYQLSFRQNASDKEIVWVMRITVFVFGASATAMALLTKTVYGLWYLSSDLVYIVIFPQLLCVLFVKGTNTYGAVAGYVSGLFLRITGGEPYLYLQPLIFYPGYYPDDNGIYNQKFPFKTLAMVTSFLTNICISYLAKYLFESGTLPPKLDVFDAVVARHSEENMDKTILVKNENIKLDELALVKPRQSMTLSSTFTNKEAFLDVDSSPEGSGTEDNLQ
CHT PAM: CHT positive allosteric modulators, primary screen, cell-based, membrane potential dye, choline EC20. AID 488977, 2010. CHT-expressing cells; hits give high values; LV-AA mutant CHT in HEK293 cells. 0.49% of 310,000 active. B-score at 10 µM;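 active = initial fluorescence not abnormally high and integrated response B-score, plate-corrected, over 3 SD above library mean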
An asterisk follows results filed as active; i = inactive.

| Structure | CHT inh | CHT PAM |
| --- | --- | --- |
| CNC(=O)COC(=O)c1ccc(-c2nc3ccccc3s2)s1 | i | i |
| COc1ccc(/C=C(/NC(=O)c2cccs2)C(=O)NC(C)(C)C)cc1OC | i | i |
| COc1ccc(S(=O)(=O)N2CCCC(C(=O)N3CCN(C)CC3)C2)cc1C (centres undefined) | i | i |
| Cc1ccc(-c2cc(Cc3ccccn3)c(=O)[nH]n2)cc1 | i | i |
| OCCC1CN(Cc2cccn2-c2nccs2)CCN1Cc1ccccc1 (centres undefined) | i | i |
| CCOC(=O)C1CCN(S(=O)(=O)CCNC(=O)c2ccc3c(c2)OCO3)CC1 | i | i |
| COc1ccc(NC(=O)CSc2nc3ccccc3nc2N2CCCC2)cc1 | i | i |
| COCCCNC(=O)c1cc(-c2cccnc2)nc2ccc(S(=O)(=O)N3CCCCCC3)cc12 | i | i |
| CC1(C)CC(NC(=O)c2c(N)no[n+]2[O-])CC(C)(C)N1 | i | i |
| Nc1nnnn1/N=C/c1ccc(O)cc1 | i | i |
| O=[N+]([O-])c1ccccc1CNc1ccc(F)c(Cl)c1 | i | i |
| CN1CCc2c(sc3nc(SCC(=O)NCc4ccco4)n(-c4ccccc4)c(=O)c23)C1 | i | i |
| COc1ccc(C(C)=O)cc1CSc1ccccn1 | i | i |
| O=C(NCc1cccnc1)c1ccc(Cn2cc(C(F)(F)F)ccc2=O)cc1 | i | i |
| CCCCN(C(=O)c1ccc(S(=O)(=O)N(C)C)cc1)c1ccccc1 | i | i |
| O=C(CCN1CCC(c2ccc(Cl)s2)=N1)c1ccc(Cl)s1 | i | i |
| COc1ccc(C=O)cc1CN1CCCN(Cc2ccc(Cl)cc2)S1(=O)=O | i | i |
| O=C(Nc1ccc(S(=O)(=O)N2CCCC2)cc1)c1cc(=O)c2ccccc2o1 | i | i |
| CCOC(=O)c1c(S(=O)(=O)NCCc2cccs2)c(C)n(C)c1C | i | i |
| COc1ccc(CCN(C)Cc2c(O)ccc3cc(Br)ccc23)cc1OC | i | i |
| Cc1cc2c(cc1C)CSC(c1c(O)ccc3ccccc13)SC2 | i | i |
| CN1CCN(C=Nc2nc3ccccc3nc2N2CCCC2)CC1 | i | 6.7* |
| Cn1c(CN2CCCC2)nc2cc(NC(=O)c3ccco3)ccc21 | i | i |
| Cc1nc2ccccc2n1-c1nc(-c2ccco2)cc(C(F)(F)F)n1 | i | i |
| CC(C)c1ccccc1NC(=O)COC(=O)COc1ccccc1[N+](=O)[O-] | i | i |
| CCOc1cc(NS(=O)(=O)c2ccc(OC)cc2)c(OCC)cc1NC(C)=O | i | i |
| COc1ccc(C(=O)N(Cc2sccc2C)C2CCS(=O)(=O)C2)cc1 (centres undefined) | i | i |
| C#Cc1ccc([C@H]2C=C(C(=O)N3CCN(Cc4ccc5c(c4)OCO5)CC3)O[C@@H](OCC)[C@@H]2CCCO)cc1 | i | i |
| O=C(CN1CCN(C2CCCCC2)CC1)Nc1ccc(Br)cc1 | i | i |
| Cc1ccc[n+](-c2[nH]c(=O)sc2/C=N/N=C(\[O-])c2cccnc2)c1 | i | i |

Following part:
| Structure | CHT inh | CHT PAM |
| --- | --- | --- |
| COc1ccc(-c2cc(-c3ccc(OC)c(OC)c3)n[nH]2)c(O)c1 | i | i |
| Cc1cccc(C)c1NC(=O)C1NC(=O)CC1c1ccccc1 (centres undefined) | i | i |
| CCCCn1nc2cc(C(=O)NCc3ccc(C(F)(F)F)cc3C(F)(F)F)ccc2c1OCC | i | i |
| COc1ccccc1-c1nc2cc3ccccc3cc2nc1-c1ccccc1 | i | i |
| COc1ccc(CCN2C(=NC(=O)CCC(=O)O)SC3CS(=O)(=O)CC32)cc1OC (centres undefined) | i | i |
| COC(=O)C1=C(C(=O)c2ccc(C)cc2)C(c2ccc(OC)c(OC)c2)n2nnnc2N1 (centres undefined) | i | i |
| CCOc1ccc(CSC(=N)N)cc1[N+](=O)[O-] | i | i |
| Cn1c(=O)c2c(nc(N3CCOCC3)n2C)n(C)c1=O | i | i |
| c1ccc2c(c1)CC(CN1CCNCC1)O2 (centres undefined) | i | i |
| CSc1nc(N)nc(SCC(=O)CC(=O)OC(C)C)c1C#N | i | i |
| C/C(CC(=O)Nc1ccc(OCc2ccccc2)cc1)=N\NC(=O)C(=O)Nc1ccc(C)c(Cl)c1 | i | i |
| COc1ccc(Cc2noc(CN3CCC(c4ccncc4)CC3)n2)cc1OC | i | i |
| CC(=O)c1ccc(NC(=O)C(C)Sc2nnnn2C)cc1 (centres undefined) | i | i |
| COCCNC(=O)C(c1ccc(F)cc1)N(CCOC)C(=O)CCC(=O)Nc1ccccn1 (centres undefined) | i | i |
| O=[N+]([O-])c1cccc2ccc(/C=C/c3cccc(Br)c3)nc12 | i | i |
| Cc1nc2c(C#N)c(-c3ccc(Cl)cc3)ccn2n1 | i | i |
| CCOC(=O)CC1=NC(=O)CS1 | i | i |
| CCN(Cc1ccccc1)C(=S)NC(=O)c1ccccc1Br | i | i |
| CCCc1cc(C(=O)NNC(=S)NCC2CCCO2)cs1 (centres undefined) | i | i |
| CCCN1Cc2cccc(C(=O)Nc3ccc4c(c3)OCO4)c2C1=O | i | i |
| C/C(=N\Nc1nc(C)c(C)s1)c1ccc([N+](=O)[O-])cc1 | i | i |
| Oc1ccc(O)c(Cc2nc3ccccc3s2)c1 | i | i |
| C=CC[C@@H]1Cc2c(Br)ccc(Br)c2[C@@H](CC=C)N1 | i | i |
| CCOC(=O)C1=C(C)Nc2nc(SCC)[nH]c(=O)c2C1c1ccncc1 (centres undefined) | i | i |
| Cc1ccc2c(CC(=O)NCC3COc4ccccc4O3)coc2c1 (centres undefined) | i | i |
| O=C(O)c1cccc(Nc2cc(Cl)c3nonc3c2[N+](=O)[O-])c1 | i | i |
| CCn1c(N2CCC(C)CC2)nc2c1c(=O)n(C)c(=O)n2C | i | i |
| O=C(O)c1ccc(-n2c(/C=C/c3cccc([N+](=O)[O-])c3)nc3ccccc3c2=O)cc1 | i | i |
| O=C(O)/C=C/c1ccc(S(=O)(=O)NCc2ccco2)cc1 | i | i |
| Cc1ccc(-n2c(SCC(=O)NCc3ccco3)nc3sc(C)c(C)c3c2=O)cc1 | i | i |

Next section.
smiles,CHT inh,CHT PAM
CCOC(=O)Nc1cccc(Nc2ccccc2)c1,i,i
O=C(Cn1cnc2cc([N+](=O)[O-])ccc2c1=O)NCc1ccccc1,i,i
CCCCn1c(SCC(=O)N2CCCC2)nc2cc(S(N)(=O)=O)ccc21,i,i
COc1ccc(-n2cnc3cc(C(=O)NCC4CCCO4)ccc32)cc1 (centres undefined),i,i
COc1ccccc1-n1c(SCC(=O)Nc2cccc3ccccc23)nc(O)cc1=O,i,i
O=C(c1ccc(Cl)cc1)C1CCN(C(=O)c2ccccc2)CC1,i,i
OCCOCCn1c(C(CO)Nc2nc(-c3cccc(Br)c3)cs2)nc2ccccc21 (centres undefined),i,i
Cc1noc(C)c1S(=O)(=O)N(CC(=O)NC1CCC(C)CC1)c1ccc(C(C)C)cc1 (centres undefined),i,i
COc1ccc(CCNC(=O)c2nnc(Cc3c(F)cccc3Cl)o2)cc1OC,i,i
Cn1c(N2CCN(C(=O)NCc3ccccc3)CC2)nc2ccccc21,i,i
CCN(CC)C(=O)C1(P(=O)(c2ccccc2)c2ccccc2)CCC1,i,i
CCCc1cc(-c2[nH]ncc2-c2ccc(C(=O)OCC)o2)c(O)cc1O,i,i
CC(=O)c1cc(-c2ccc(F)cc2)n(CCC(=O)Nc2cccc(C)n2)c1C,i,i
Cc1nn(Cc2ccccc2Cl)c(C)c1C(=O)Nc1nnc(C2CC2)s1,i,i
COC(=O)N/N=C/c1ccccc1OCCOc1ccc(OC)cc1,i,i
Cc1ccc(NC(=O)C2CC3CCC2C3)c(Br)c1 (centres undefined),i,i
O=C(/C=C/c1ccccc1[N+](=O)[O-])c1ccc(F)cc1,i,i
Cc1nc2nc(CCc3ccccc3)nn2c(C)c1Cl,i,i
CN(C)C(=O)COC(=O)[C@H](Cc1ccccc1)NC(=O)c1ccco1,i,i
COc1cccc(C2c3[nH]c4ccccc4c3C[C@H]3C(=O)N(CCCOC(C)C)CC(=O)N23)c1 (some centres undefined),i,i
Cc1cc(NC(=O)CCC(=O)N(CC(=O)NC2CCCC2)c2ccc3c(c2)OCCO3)no1,i,i
CCS(=O)(=O)Nc1ccc(C2=NN(S(=O)(=O)c3ccc(F)cc3)C(c3ccco3)C2)cc1 (centres undefined),i,i
CN(C)CC1CCCCC1OC(=O)c1ccc(S(=O)(=O)N(C)c2ccccc2)cc1 (centres undefined),i,i
C#CCSc1nnc(-c2sc3ccccc3c2Cl)o1,i,i
Cc1ccc(C(N)=S)c(C)c1,i,i

Carrying on:
smiles,CHT inh,CHT PAM
COc1cc(-c2cc(-c3ccc(F)cc3)nc(N)c2C#N)ccc1O,i,i
NC(=O)c1cc(-c2ccccc2)nc(N2CCOCC2)n1,i,i
O=C(O)c1ccc(/C=N/NC(=O)c2ccc3c(c2)OCCO3)cc1,i,i
Cc1nc(N2N=C(c3ccc(Cl)cc3)CC2c2ccco2)sc1C(=O)N(C)C (centres undefined),i,i
COCCSc1nnc(NC(=O)c2ccc3c(c2)OCO3)s1,i,i
CCCCc1ccc(NC(=S)NCc2cccc(OC)c2)cc1,i,i
Cc1cc(NC(=O)c2ccc(S(=O)(=O)Nc3ccccc3)cc2)no1,i,i
N=c1n(CCO)c2ccccc2n1Cc1ccccc1Cl,i,i
CCC(C)C(NC(N)=O)C(=O)Nc1ccc(OCc2ccccc2)cc1 (centres undefined),i,i
COc1ccccc1C1c2ccc3ccccc3c2Oc2ncn(CCCO)c(=N)c21 (centres undefined),i,i
CCCCNC(=O)Nc1ccccc1C(=O)NCc1ccco1,i,i
COCCNC(=S)N1CCN(c2nc(-c3cccc(OC)c3)cs2)CC1,i,i
O=C(CN1CCCC1)Nc1ccc(F)c(Cl)c1,i,i
CC(=O)N1CCC(N(CCN2CCOCC2)C(=S)Nc2cc(C)cc(C)c2)CC1,i,i
COc1ccc(OCC(=O)N2CCCC(CO)(CCOc3ccccc3)C2)cc1 (centres undefined),i,i
Nc1c(NCCc2ccccc2)c2ccccc2oc1=O,i,i
CC(C)(C)C(=O)/C=c1\[nH]c(=O)/c(=C\c2ccc(C#N)cc2)s1,i,i
CN(C)c1cnn(-c2ccccc2)c(=O)c1Cl,i,i
Cc1ccccc1-c1nc(CN2CCCC2c2ccc(F)cc2)c(C)o1 (centres undefined),i,i
O=C1CCCCCC1C1(O)C(=O)Nc2ccc(Br)cc21 (centres undefined),i,i
COc1ccc(C2(CNC(=O)c3ccccc3)CCOCC2)cc1,i,i
COc1ccc(-c2c(C#N)c(N)n(N)c(=O)c2C#N)cc1Cl,i,i
COCCN(Cc1ccccc1)C(=O)C1CCN(S(=O)(=O)c2ccc(OC)c(OC)c2)CC1,i,i
CC(Oc1ccc(Cl)cc1)c1ccnn1S(=O)(=O)c1ccc(Cl)cc1 (centres undefined),i,i
O=C(CCn1c(=O)oc2ccccc21)NCc1ccco1,i,i

One compound at a time (already shown):
Profile of Nc1nnnn1/N=C/c1ccc(O)cc1 : CHT inh = i; CHT PAM = i
Profile of Cc1nc2c(C#N)c(-c3ccc(Cl)cc3)ccn2n1 : CHT inh = i; CHT PAM = i

More entries:
smiles,CHT inh,CHT PAM
Cc1ccc2nc(-c3ccc(NC(=O)C(C)N4C(=O)c5ccccc5C4=O)cc3)sc2c1 (centres undefined),i,i
O=S(=O)(NCCCN1CCOCC1)c1ccc2c(c1)OCCO2,i,i
C=CCOC(=O)C1C(=O)CC(C)(O)C(C(=O)OCC=C)C1c1ccc(OC)cc1 (centres undefined),i,i
COc1ccc(NC(=O)CSc2nnc(NC(=O)c3ccco3)s2)cc1OC,i,i
Cc1ccc(N(CC(=O)Nc2cc(Cl)ccc2Oc2ccccc2)S(C)(=O)=O)c(C)c1,i,i
CCCCCn1c(=O)c2ccccc2n2c(=S)[nH]nc12,i,i
CCCCCCCCCCCCCCCC(=O)NCCO,i,i
COc1ccc(C2Nc3ccccc3NC3=C2C(=O)CC(C)(C)C3)cc1O (centres undefined),i,i
CCOC(=O)N1CCN(C(=O)c2ccc(Cl)nc2)CC1,i,i
O=C(NC1CCCCCC1)c1ccc2nc3cc(Cl)ccc3c(=O)n2c1,i,i
CCc1ccccc1N/C(=N\S(=O)(=O)c1ccccc1)C(F)(F)F,i,i
N#CC1=C(N2CCCCC2)c2cc3c(n2C1=O)CCCC3,i,i
CCc1occc(=O)c1Oc1cc(NN2CCCCC2)c([N+](=O)[O-])cc1[N+](=O)[O-],i,i
O=C(Nc1ccc(-c2nc3ncccc3o2)cc1)c1ccc([N+](=O)[O-])o1,i,i
Cc1nc(-c2ccc([N+](=O)[O-])cc2)sc1C(=O)O,i,i
Cc1ccc(S(=O)(=O)C/N=C(/NC(=S)N(c2ccccc2)c2ccccc2)c2ccccc2)cc1,i,i
Cc1ccc[n+](CC(=O)c2ccc(Br)cc2)c1C,-9.7*,i

Reformatted with each value named: part of the list above.
O=C(NC1CCCCCC1)c1ccc2nc3cc(Cl)ccc3c(=O)n2c1
- CHT inh: i
- CHT PAM: i

CCc1ccccc1N/C(=N\S(=O)(=O)c1ccccc1)C(F)(F)F
- CHT inh: i
- CHT PAM: i

N#CC1=C(N2CCCCC2)c2cc3c(n2C1=O)CCCC3
- CHT inh: i
- CHT PAM: i

CCc1occc(=O)c1Oc1cc(NN2CCCCC2)c([N+](=O)[O-])cc1[N+](=O)[O-]
- CHT inh: i
- CHT PAM: i
